IDE inh – human IDE inhibitors in live cells, primary screen, fluorescence polarization, HEK cells, FAbetaB substrate | inhibition, % at 5.59 µM | FAbetaB cleavage | Insulin-degrading enzyme (Homo sapiens), P14735 | 320,000 compounds, 0.41% hits;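 active = percent inhibition above the average of all tested compounds plus 3 SD, set per screening campaign, cut at about 16% in these data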;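 note: IDE supplied by intact live HEK cells; FP after avidin binding of uncleaved biotin substrate so inhibition keeps polarization high; 0% = DMSO wells and 100% = 60 µM reference IDE inhibitor Ii1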
Target sequence (P14735 whole entry, looked up): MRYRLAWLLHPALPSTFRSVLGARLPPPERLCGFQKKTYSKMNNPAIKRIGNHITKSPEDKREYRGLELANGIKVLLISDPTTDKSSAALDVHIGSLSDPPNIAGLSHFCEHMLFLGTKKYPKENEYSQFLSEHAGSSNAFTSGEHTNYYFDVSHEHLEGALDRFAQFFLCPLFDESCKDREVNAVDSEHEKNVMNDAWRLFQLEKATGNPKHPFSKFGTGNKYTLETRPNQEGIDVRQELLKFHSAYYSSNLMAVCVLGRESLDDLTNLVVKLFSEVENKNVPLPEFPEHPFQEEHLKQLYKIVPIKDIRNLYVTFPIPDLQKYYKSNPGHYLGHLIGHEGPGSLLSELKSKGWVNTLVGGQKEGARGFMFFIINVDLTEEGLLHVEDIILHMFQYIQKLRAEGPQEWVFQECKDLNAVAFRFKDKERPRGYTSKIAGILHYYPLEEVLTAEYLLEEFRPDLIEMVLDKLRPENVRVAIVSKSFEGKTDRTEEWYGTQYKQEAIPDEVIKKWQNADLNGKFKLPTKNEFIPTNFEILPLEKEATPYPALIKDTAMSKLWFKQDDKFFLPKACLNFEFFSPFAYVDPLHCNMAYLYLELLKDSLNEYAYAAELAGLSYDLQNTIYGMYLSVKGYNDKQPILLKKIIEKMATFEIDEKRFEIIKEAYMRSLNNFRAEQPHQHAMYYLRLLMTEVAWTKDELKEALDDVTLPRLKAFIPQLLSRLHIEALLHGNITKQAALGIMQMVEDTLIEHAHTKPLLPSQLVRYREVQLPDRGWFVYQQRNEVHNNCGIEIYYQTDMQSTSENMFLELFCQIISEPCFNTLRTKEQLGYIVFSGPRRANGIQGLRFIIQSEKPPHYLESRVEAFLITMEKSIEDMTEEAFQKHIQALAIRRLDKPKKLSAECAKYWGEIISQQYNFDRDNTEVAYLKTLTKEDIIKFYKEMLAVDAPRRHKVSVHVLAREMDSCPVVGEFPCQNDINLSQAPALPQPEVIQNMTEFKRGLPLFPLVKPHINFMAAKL
NALP1 inh – NALP1 inflammasome inhibitors in reconstituted yeast, colorimetric, S. cerevisiae, triplicate retest; inhibition, % at 10 µM; AID 2071, 2009; 280,000 compounds, 0.61% hits; S. cerevisiae NALP1/ASC/caspase-1 growth, X-gal OD620, 72 h; in the data active = inhibition mostly above about 24%, no sharp cut-off; inactive = mostly below about 32%; note: some compounds called inactive have numbers as strong as hits
MEKK3 PB1 HTS – modulators of MEKK3-MEK5 PB1 binding, primary screen, biochemical, wildtype MEKK3, multiplex bead flow cytometry, Alexa488-MEK5. Mitogen-activated protein kinase kinase kinase 3 (Homo sapiens), Q99759. bead-based flow cytometry, Alexa488-MEK5 binding to MEKK3; actives lie on both sides; 0 = blocked by unlabeled MEK5, 100 = vehicle. binding response (% of control), % at 10 µM. 290,000 compounds, 1.4% hits. AID 1529, 2009;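 active = binding response more than 3 SD above or below the average of its plate-row segment, actives on both sides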;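 note: Alexa488 bead fluorescence after subtracting the streptavidin-only scavenger bead signal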
p-CIP stab down – p/CIP-EGFP fusion destabilizers, primary screen, fluorescence, F442A cells | 16 h | decrease of EGFP signal, % at 10 µM | Q05BA5 | 290,000 compounds, 0.01% hits;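 active = EGFP signal decrease of at least 30% at 10 µM or well 3 SD below plate mean, unless failing retest; inactive = the rest, including hits failing retest or dose response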; note: some compounds called inactive have numbers as strong as hits; many of its hits are not listed in these tables
PfM18AAP inh – PfM18AAP inhibitors, malaria aminopeptidase, primary screen, biochemical, QFRET, recombinant enzyme; H-Glu-NHMec fluorogenic cleavage; inhibition, % at 7.35 µM; 290,000 compounds, 1.2% hits; M18 aspartyl aminopeptidase (Plasmodium falciparum 3D7);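 active = inhibition above the campaign mean inhibition over all tested compounds plus 3 SD, cut at about 28% in these data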;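 note: 0% = plate median of test compound wells and 100% = 2 mM ZnCl2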
IDE act – human IDE activators in live cells, primary screen, fluorescence polarization, HEK cells, FAbeta-B substrate; activation, % at 5.96 µM; 340,000 compounds, 0.073% hits; AID 493087, 2011; FAbeta-B cleavage; 0% vehicle, 100% cell-free pure enzyme wells;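 active = activation above the mean of all tested compounds plus 3 SD, set per screening campaign, cut at about 17% in these data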
MEKK2wt PB1 HTS – modulators of MEK5 binding to wildtype MEKK2, primary screen, biochemical, multiplex bead flow cytometry, Alexa488-MEK5; Mitogen-activated protein kinase kinase kinase 2 (Homo sapiens), Q9Y2U5; Alexa488-MEK5 binding to MEKK2 WT; actives lie on both sides; binding response (% of control), % at 10 µM; 290,000 compounds, 1.1% hits; in the data active = binding response below about 67% or above about 130%
MEKK2mut PB1 HTS – MEK5 binding signal on mutant MEKK2 PB1, primary screen, biochemical, multiplex bead flow cytometry, Alexa488-MEK5; Alexa488-MEK5 binding to MEKK2 mutant; percent response, % at 10 µM; 290,000 compounds, 0.35% hits; AID 1530, 2009; in the data active = percent response above about 24%, passing the limit was not always enough; note: inactives centre near 1; some results filed as inactive read as strong as hits; reference of the scale not given here
SUMO HTRF inh – inhibitors of in vitro SUMOylation cascade, primary screen, biochemical, HTRF, uHTS | HTRF SUMOylation assay, SAE1/SAE2 + UBC9 | inhibition, % at 35 µM | 290,000 compounds, 0.36% hits | AID 2006, 2009; in the data active = inhibition above about 50%, passing the limit was not always enough; note: strong numbers were not always called active
* marks the source's active call; other numbers are inactive results; x = not tested or not shown.

SMILES	IDE inh	NALP1 inh	MEKK3 PB1 HTS	p-CIP stab down	PfM18AAP inh	IDE act	MEKK2wt PB1 HTS	MEKK2mut PB1 HTS	SUMO HTRF inh
[N-]=[N+]=NCCN1CCC(O)CCC1=O (stereo unspecified)	7	8	105	-12	-1	0	106	-1	14
COC(=O)C1C(O)C(C)C(O)C(C)/C=C\C=C(/C)C(=O)Nc2c(C)c(OC(C)=O)c3c(c2O)C(=O)C(C)=C2OCOC(=C23)/C(C)=C/C(C)(O)C(O)C(C)C1O (stereo unspecified)	1	13	76	1	16	4	69	-26	26
Cc1cc(C)cc(N2C(=O)NC(=O)/C(=C\c3cccn3-c3ccc(Cl)cc3)C2=O)c1	-1	17	98	-1	2	-2	93	-3	31
CC(C)[C@H](NC(=O)N1C[C@H]2C[C@@H](C1)c1cccc(=O)n1C2)C(=O)Nc1ccccc1F	3	9	104	-2	-2	5	103	6	-3
CC(C)Sc1nnc([C@@H](N)Cc2c[nH]c3ccccc23)o1	5	13	93	-15	5	-3	90	-10	9
Cc1cccc(NC(=S)N2CC3CC(C2)c2cccc(=O)n2C3)c1C (stereo unspecified)	6	23	111	1	1	1	101	1	-9
Cc1ccc(NP(=O)(Nc2ccc(C)cc2)Oc2ccccc2)cc1	4	-47	105	-8	6	4	103	0	-19
CC(=NCCN1CCCCC1)c1c(O)n(Cc2ccccc2)c(=O)[nH]c1=O	-1	-6	102	7	-2	-4	102	4	-3
C=CCn1c(O)c(/C=N/N2CCCCC2c2cccnc2)c(=O)[nH]c1=S (stereo unspecified)	-5	6	106	8	-8	0	110	24	-8
O=C(O)c1nn(Cc2ccc(Cl)cc2Cl)c2ccccc12	3	5	107	-12	1	-3	93	4	3
Cc1cccc(-n2c(O)c(/C=C3/C(c4ccccc4)=Nc4ccccc43)c(=O)[nH]c2=O)c1	3	x	95	-9	7	-5	86	-7	-4
O=P(Nc1ccccc1)(Oc1ccccc1)Oc1ccccc1	-7	35	92	-7	-16	-6	91	-12	0
CCOP(=O)(OCC)C(c1ccccc1)N(C)C=O (stereo unspecified)	5	-1	104	-2	16	-2	107	10	7
CC1COC2N=C(N[N+](=O)[O-])NC2O1 (stereo unspecified)	7	24	100	6	-6	-1	98	3	-8
CC(C)OP(=O)(OC(C)C)C(O)c1cccnc1 (stereo unspecified)	-3	16	113	0	-4	4	99	0	2
C/C(=N\NC(N)=O)c1c(O)n(C)c(=O)n(C)c1=O	3	9	104	-1	6	5	102	-3	18
Cc1ccccc1-n1c(/C=C/c2ccccn2)nc2ccccc2c1=O	2	-5	109	-2	6	-2	105	8	21
CCCCCn1c(=O)c(C(=O)Nc2ccccc2)c(O)c2ccccc21	6	6	105	12	3	-1	107	1	5
CN(C)c1ccc(N=Cc2c(O)n(CCC3=CCCCC3)c(=O)[nH]c2=O)cc1	4	-24	98	-2	7	2	94	-1	11
C/C(=N\N1CCCCCC1)c1c(O)n(C)c(=O)n(C)c1=O	3	x	99	-5	-3	x	96	6	33
O=C(COc1ccc(Cl)cc1)NC1CN2CCC1CC2 (stereo unspecified)	2	4	93	3	4	2	96	-4	-17
Cc1ccc2c(c1)C1CN(C)CCC1N2S(=O)(=O)c1ccccc1 (stereo unspecified)	1	3	97	-18	7	2	101	0	6
CCOC(=O)c1c(-c2ccc(OC)cc2)oc2ccc(OC(=O)N(C)C)cc12	1	23	105	7	-2	3	101	-1	18
O=C(c1sc2ccccc2c1Cl)N1CCC2(CC1)OCCO2	0	x	100	-8	1	-5	102	4	0
CC(C(=O)c1ccc(Cl)cc1Cl)n1cncn1 (stereo unspecified)	0	21	107	-8	65*	-1	107	8	13
COCCNC(=O)Cn1cc(C(=O)c2ccccc2F)c2ccccc21	4	x	100	1	1	1	98	0	3
CCn1c(C)cc(/C=C2\C(=O)NC(=O)N(c3ccccc3C)C2=O)c1C	-2	-1	103	-4	3	-2	102	1	-3
CN1CCN(c2ccc(C(F)(F)F)cc2N)CC1	-4	7	100	9	-2	2	88	-10	6
C[C@]12CC[C@@H](O)C[C@@H]1CC[C@@H]1[C@@H]2CC[C@]2(C)[C@@H](O)CC[C@@H]12	3	33	91	4	2	9	103	5	14
CN(C)CC1CSCCC1(O)c1cccc(Cl)c1 (stereo unspecified)	-4	1	104	-29	-5	8	101	6	-3
CCn1c(O)c(/C(C)=N/N2CCCCC2c2cccnc2)c(=O)[nH]c1=S (stereo unspecified)	8	20	126	-8	8	-16	103	0	-6
Cc1ccc(OCC(=O)N2CCN(C)CC2)c(Br)c1	-2	8	105	-3	9	2	106	1	-6
C=CCN1C(=O)NC(=O)/C(=C/c2c(CCN(C)C(=O)c3ccccc3)cc3c(c2OC)OCO3)C1=O	4	2	96	0	10	4	93	-3	5
CN1C(=O)N(C)C(=O)C2(Cc3cc(N)ccc3N3CCN(c4ccccc4F)CC32)C1=O (stereo unspecified)	-2	6	95	-12	19	x	93	-2	36
Cc1ccc(N2C(=O)NC(=O)/C(=C\c3ccoc3)C2=O)cc1	20*	-7	99	-42	6	-32	96	-3	34
CC(=O)OC(C)(C)/C=C/C(=O)[C@](C)(O)[C@H]1[C@H](O)C[C@@]2(C)[C@@H]3CC=C4[C@H](C[C@H](O)C(=O)C4(C)C)[C@]3(C)C(=O)C[C@]12C	x	25	106	7	2	0	100	2	8
O=C(N/N=C/c1c(O)n(C2CC2)c(=S)[nH]c1=O)c1ccccc1	0	-16	99	-8	7	5	98	-1	29
CCC(C)N1C(=O)/C(=C/c2ccc3c(c2)CCN3CCCCl)C(=O)NC1=S (stereo unspecified)	-2	12	90	1	1	-1	69	9	0
CCOC(=O)Cc1csc(NC(=O)c2c(O)c3ccccc3n(CCC(C)C)c2=O)n1	9	11	94	8	-16	7	87	-9	-2
Cc1occc1C(=O)N1CCC2(CC1)OCCO2	-4	26	103	5	-12	5	104	-1	0
COc1ccc2c(c1)c(C(=O)CN1CCC3(CC1)OCCO3)c(C)n2Cc1ccccc1	0	13	101	-4	5	-4	107	8	10
CCCn1ncc(CN2CCCC(C(=O)c3cccc(OC)c3)C2)c1C (stereo unspecified)	2	5	79	-5	-10	-5	81	-13	8
COc1ccc(CN2CCN(Cc3ccccc3OC)CC2)cc1	6	16	99	-4	-3	1	98	2	0
COc1ccc(CCn2c(O)c(C=Nc3ccc(F)cc3)c(=O)[nH]c2=O)cc1OC	6	1	98	-12	2	x	102	-3	13
CC1=CC2/C=C(\C)CCC(O)C(O)/C=C/C(=O)C23C(=O)NC(CC(C)C)C3C1C (stereo unspecified)	6	0	108	-1	7	-3	103	6	-13
COC(=O)C1=C(c2cc3ccccc3s2)C[C@@H]2CC[C@H]1N2C(=O)N1CCOCC1	-1	x	104	x	x	1	105	2	x
COc1ccc(CNC(C)Cc2cccs2)cc1 (stereo unspecified)	4	8	95	9	-3	10	96	-4	1
N#CC12CNCC1CN=N2 (stereo unspecified)	7	16	97	4	-2	4	98	-3	6
CC(O)(CS(=O)(=O)c1ccccc1)C(=O)Nc1ccc(C(F)(F)F)cc1 (stereo unspecified)	2	11	106	13	-2	2	105	7	-23
Cc1oc(-c2ccccc2)nc1CN1C(=O)CN=C(c2ccccc2)c2ccccc21	-1	20	107	-6	-2	1	99	-3	-6
CC(C)[C@@]1(NC(=O)[C@@H]2C[C@@H]3c4cccc5[nH]cc(c45)C[C@H]3N(C)C2)O[C@@]2(O)[C@@H]3CCCN3C(=O)[C@H](Cc3ccccc3)N2C1=O	0	11	110	8	9	-3	97	6	21
CCC1(CC)C(=O)N(Cc2ccccc2)C(=O)N(Cc2ccccc2)C1=O	-6	4	104	-14	-11	6	99	0	4
O=C(c1ccccc1)N1CCC2(CC1)OCCO2	3	5	100	-8	5	2	101	0	1
O=C(COC(=O)Cc1ccccc1)NC12CC3CC(CC(C3)C1)C2	3	24*	95	-11	2	1	103	-1	-2
CCS(=O)(=O)NCc1nnc2n1-c1ccc(Cl)cc1C(c1ccccc1)=NC2	-1	29	94	-12	-15	-5	98	-2	3
CC1C(c2cccs2)=[N+]([O-])C(C)(C(=O)c2cccs2)N1O (stereo unspecified)	-1	23	99	1	-2	5	102	-1	6
COc1ccc(/C=C2/C(=O)NC(=S)N(C3CC3)C2=O)cc1CN1C(=O)c2ccccc2C1=O	-1	16	100	-2	6	-1	103	6	9
CC1(C)C(c2ccccc2)=NC(c2cccnc2)N1O (stereo unspecified)	6	11	105	-4	2	-2	103	0	8

Individual results from the results shown.
For SUMO HTRF inh, CCOC(=O)c1c(-c2ccc(OC)cc2)oc2ccc(OC(=O)N(C)C)cc12 is listed with 18
For IDE inh, CC(C)[C@@]1(NC(=O)[C@@H]2C[C@@H]3c4cccc5[nH]cc(c45)C[C@H]3N(C)C2)O[C@@]2(O)[C@@H]3CCCN3C(=O)[C@H](Cc3ccccc3)N2C1=O is listed with 0

These rows are one share of the data, so the mix of outcomes need not match the whole.
